FBA Mtb inh – Mtb fructose-bisphosphate aldolase inhibition. P9WQA3. purified M. tuberculosis FBA, fluorescence read-out. inhibition, % at 1 µM. hit rate 2.3% among 360,000; in the data active = inhibition above about 27%;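 note: 0% = vehicle and 100% = reference inhibitor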
BoNT F protease – inhibitors of Botulinum neurotoxin F light chain protease; Multiplex microsphere protease cleavage assay, flow cytometry; inhibition, % at 10 µM; hit rate 0.22% among 360,000; in the data active = inhibition above about 35%, passing the limit was not always enough; inconclusive = no clear call, values can overlap the other calls; note: plate controls were buffer without enzyme for full effect and enzyme alone for no effect
MazF activator – increases E. coli MazEF RNase cleavage of RNA; P0AE70; FAM/BHQ RNA-DNA oligo cleavage fluorescence, 5 h; activation, % at 20 µM; hit rate 0.32% among 350,000; AID 504720; in the data active = activation above about 50%
Target sequence (P0AE70 whole entry, looked up): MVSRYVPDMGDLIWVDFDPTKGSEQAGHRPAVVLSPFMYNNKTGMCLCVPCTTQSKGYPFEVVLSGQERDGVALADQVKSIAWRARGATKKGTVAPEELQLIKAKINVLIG
UGM FP inh – blocks M. tuberculosis UGM enzyme; P9WIQ1; hit rate 0.06% among 320,000; purified UGM, fluorescence polarization probe displacement; inhibition, % at 10 µM; in the data active = inhibition above about 10%, passing the limit was not always enough; inconclusive = no clear call, values can overlap the other calls
Target sequence (P9WIQ1 whole entry, looked up): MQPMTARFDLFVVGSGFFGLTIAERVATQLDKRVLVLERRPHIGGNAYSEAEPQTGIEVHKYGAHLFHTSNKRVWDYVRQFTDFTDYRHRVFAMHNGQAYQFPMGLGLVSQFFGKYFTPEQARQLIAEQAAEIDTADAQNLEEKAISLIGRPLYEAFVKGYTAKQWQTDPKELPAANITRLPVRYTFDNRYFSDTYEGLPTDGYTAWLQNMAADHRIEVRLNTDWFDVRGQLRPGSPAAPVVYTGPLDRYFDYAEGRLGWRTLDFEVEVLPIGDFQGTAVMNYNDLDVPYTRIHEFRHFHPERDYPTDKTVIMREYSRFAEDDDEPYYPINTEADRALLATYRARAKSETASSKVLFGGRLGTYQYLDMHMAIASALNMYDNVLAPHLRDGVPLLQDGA
FadD28 binding – M. tuberculosis FadD28 bisubstrate binding inhibition | FadD28 bisubstrate probe binding, fluorescence polarization | inhibition, % at 12.5 µM | hit rate 0.22% among 360,000 | AID 588549; in the data active = inhibition above about 8.5%, passing the limit was not always enough; inconclusive = no clear call, values can overlap the other calls
GDH-TPI inh – inhibits GDH-TPI coupling enzymes, artifact for Mtb FBA screen; GDH-TPI coupled enzyme counterscreen, NADH absorbance; inhibition, % at 4.8 µM; hit rate 1.2% among 360,000; in the data active = inhibition above about 30%;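 note: 0% = DMSO wells and 100% = wells lacking the enzyme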
Rv3671c inh – inhibitors of M. tuberculosis serine protease Rv3671c | AID 2606 | inhibition, % at 5.96 µM | P9WHR9 | hit rate 0.048% among 320,000; in the data active = inhibition above about 38%;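 note: extracellular domain of Rv3671c used as enzyme; 0% = enzyme with DMSO and 100% = no enzyme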
Target sequence (P9WHR9 whole entry, looked up, the tested form may be a part): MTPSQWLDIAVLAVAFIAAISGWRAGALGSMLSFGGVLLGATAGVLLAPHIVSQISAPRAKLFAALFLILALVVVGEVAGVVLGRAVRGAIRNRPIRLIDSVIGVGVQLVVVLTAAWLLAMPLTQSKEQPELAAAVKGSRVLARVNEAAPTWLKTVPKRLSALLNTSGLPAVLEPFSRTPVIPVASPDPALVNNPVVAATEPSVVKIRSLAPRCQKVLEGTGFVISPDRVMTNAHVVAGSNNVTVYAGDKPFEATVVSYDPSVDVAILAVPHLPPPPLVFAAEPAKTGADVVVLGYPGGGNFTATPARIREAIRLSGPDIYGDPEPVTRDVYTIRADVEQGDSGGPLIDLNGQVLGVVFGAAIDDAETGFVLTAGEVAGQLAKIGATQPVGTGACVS
BioA inh – blocks M. tuberculosis BioA enzyme activity. hit rate 0.096% among 360,000. inhibition, % at 9.99 µM. purified M. tuberculosis BioA enzyme, plate reader; in the data active = inhibition above about 40%; inconclusive = no clear call, values can overlap the other calls
PrPC TRFRET – cell surface PrPC inhibition, primary TR-FRET screen. P04156. hit rate 0.43% among 370,000. inhibition, % at 13.8 µM. TR-FRET read-out; in the data active = inhibition above about 24%; note: 0% = median of the test wells and 100% = reference compound wells
The depositor's hits bear a star; ? = inconclusive; nt = no result given; & = joins results of further samples. Compounds were not picked by outcome; overall some 4.8% were active at least once.

Results follow in this order: Rv3671c inh, FBA Mtb inh, BoNT F protease, FadD28 binding, UGM FP inh, MazF activator, PrPC TRFRET, BioA inh, GDH-TPI inh
Cc1cn[nH]c1
→ 4, -5, -14, -3.4, 1.9, 2, -2, -1.9, -6
COc1ccc(S(=O)(=O)N(C)C)cc1NC(=O)CSc1ncccn1
→ -8, 5, -1, -1.7, -2.2, -1, 5, 0.9, 7
CC(C)C(=O)NS(=O)(=O)c1ccc(NS(C)(=O)=O)cc1
→ 2, -3, -5, -3.2, 0.2, 3, 7, nt, -7
CC(C)(C)c1ccc(NC(=O)C2=CN3CCS(=O)(=O)N=C3C=C2)cc1
→ -8, 3, 0, -1.4, -1.4, 7, -14, -0.7, 12
COc1ccc(NC(=O)c2ccc3c(c2)OCO3)cc1S(=O)(=O)N1CCOCC1
→ 2, 3, 2, -0.1, 0.4, 6, 4, 0.3, 7
CC(CN1CCN(C)CC1)OC(=O)c1ccccc1 (stereo unspecified)
→ -1, -1, 4, 0.5, -0.2, 4, -1, -0.4, 0
COc1ccc(-c2cc(=O)oc3c(C)c(OCC(=O)NCC4CCC(C(=O)O)CC4)ccc23)cc1 (stereo unspecified)
→ 1, 2, -2, -2.6, 0.3, 2, -9, 0.6, 12
NC(=O)N1CC(O)CC1C(=O)Nc1ccc(Cl)c(Cl)c1 (stereo unspecified)
→ -3, 11, -5, -4.2, -1.4, 4, 0, 0.5, -11
COc1ccc(C(=O)/C=C/c2cccc(OCc3ccccc3)c2)cc1CSCC(=O)O
→ -10, 1, nt, -3.2, -0.1, -6, 0, 8.7, 17
CC(C)n1nnnc1SCC(=O)NCCc1ccccc1
→ -2, -9, 5, -2.1, -3.2, 6, -3, -0.5, 9
CSCC[C@H](NC(=O)N1CCn2c1nc1ccccc12)C(=O)NCc1ccc(F)cc1
→ -4, -4, 5, -2.9, 4.3, 1, 8, 3.1, -13
COc1ccc(C(=O)Nc2cccnc2Sc2ccc(Cl)cc2)cc1
→ 0, -1, -4, -3.3, -0.5, 0, 5, -0.4, -5
Cc1ccccc1-n1nnnc1SCc1cc(=O)n2ccsc2n1
→ -1, 0, -7, -2.9, -1.1, -4, 5, -1.8, 12
CN(C(=O)c1ccccc1)c1nccnc1C#N
→ -2, 4, 19, -1.2, 1.9, 0, 16, -1.2, 2
Cc1ccc2nc(C)n(-c3ccc(F)cc3)c(=O)c2c1
→ 2, 1, 6, -21, -0.3, -1, -2, 6.3, 6

Part of the list above, as labelled records:
CSCC[C@H](NC(=O)N1CCn2c1nc1ccccc12)C(=O)NCc1ccc(F)cc1
  Rv3671c inh: -4
  FBA Mtb inh: -4
  BoNT F protease: 5
  FadD28 binding: -2.9
  UGM FP inh: 4.3
  MazF activator: 1
  PrPC TRFRET: 8
  BioA inh: 3.1
  GDH-TPI inh: -13

COc1ccc(C(=O)Nc2cccnc2Sc2ccc(Cl)cc2)cc1
  Rv3671c inh: 0
  FBA Mtb inh: -1
  BoNT F protease: -4
  FadD28 binding: -3.3
  UGM FP inh: -0.5
  MazF activator: 0
  PrPC TRFRET: 5
  BioA inh: -0.4
  GDH-TPI inh: -5

Cc1ccccc1-n1nnnc1SCc1cc(=O)n2ccsc2n1
  Rv3671c inh: -1
  FBA Mtb inh: 0
  BoNT F protease: -7
  FadD28 binding: -2.9
  UGM FP inh: -1.1
  MazF activator: -4
  PrPC TRFRET: 5
  BioA inh: -1.8
  GDH-TPI inh: 12

Later entries.
Results follow in this order: Rv3671c inh, FBA Mtb inh, BoNT F protease, FadD28 binding, UGM FP inh, MazF activator, PrPC TRFRET, BioA inh, GDH-TPI inh
CN(C)c1ccc(C2(c3ccc(N(C)C)cc3)OC(=O)c3cc(N)ccc32)cc1
→ 9, 3, 0, 1.3, 1.3, -4, -4, -3.3, 17
Cc1c(N)c(=O)n(-c2ccccc2)n1C
→ 4, -1, -5, -2.5, 2.8, 2, -7, 0.3, 4
CCC(c1nnnn1C(C)C)N1CCN(C2CCCC2)CC1 (stereo unspecified)
→ -3, -5, 0, 0.4, 1.4, 3, -1, 0.0, -3
CCOC(=O)/C(=N/Nc1ccccc1OC)N1CCCc2ccccc21
→ 8, -2, ?, -4.1, 1.5, -13, -1, nt, 15
O=C(CN1CCN(S(=O)(=O)c2ccc(F)c(Cl)c2)CC1)N1CCc2ccccc2C1
→ nt, 2, -4, -2.8, nt, -1, -4, -0.1, 8
O=C(CSc1ccccn1)Nc1ccc2c(c1)OCCO2
→ 1, -1, 6, -3.8, 0.7, 4, -3, -0.2, 3
C[C@H](CO)N1C[C@H](C)[C@@H](CN(C)Cc2ccc(C(=O)Nc3ccccc3N)cc2)Oc2c(NC(=O)C3CCCCC3)cccc2C1=O
→ 2, 2, -3, -0.1, -3.8, 3, -2, -1.2, -4
COCCNC(=O)c1oc2ccc3c(c2c1C)C(O)CC(C)(C)O3 (stereo unspecified)
→ nt, 38*, -9, 1.6, -2.3, 4, 9, -1.0, 11
Cc1ccc(C)c2[nH]c(=O)c(CCNS(=O)(=O)c3ccccc3)cc12
→ 2, 5, 0, -2.9, 3.7, 3, 11, -0.3, 14
CSc1n[nH]c(=O)n1C1CCCCC1
→ 3, -3, ?, -3.0, 1.7, 2, 7, -1.1, -9
CCCS(=O)(=O)N1CCC(C(=O)NCCN2CCCC2)CC1
→ -4, 3, -4, -0.9, 2.0, -3, -6, nt, 3
Cc1ccc(Cn2nc(C)c(NC(=O)CCCn3nc([N+](=O)[O-])c(Cl)c3C)c2C)cc1
→ 8, -1, 13, -2.1, -0.3, -3, -10, -0.2, 19
CC(C(=O)O)N1C(=O)CSC1=S (stereo unspecified)
→ -10, 0, -14, -1.2, -1.7, -51, -4, 0.3, 4
CC(=O)NC1C(Oc2ccc(C=O)cc2)OC(COC(C)=O)C(OC(C)=O)C1OC(C)=O (stereo unspecified)
→ -6, 2, 7, -4.0, -2.0, 7, 4, nt, 8
CSc1ccccc1C(=O)Nc1ccc(S(=O)(=O)NC2=NCCCCC2)cc1
→ 2, 0, nt, -1.0, -2.0, 1, 4, -0.5, 2

Next part:
Results follow in this order: Rv3671c inh, FBA Mtb inh, BoNT F protease, FadD28 binding, UGM FP inh, MazF activator, PrPC TRFRET, BioA inh, GDH-TPI inh
O=C(c1cccs1)C1CN2CCC1CC2 (stereo unspecified)
→ -3, 3, 3, -1.8, -1.4, 7, -5, -0.9, -6
COc1ccccc1N=Cc1nc(-c2ccccc2)oc1OC(C)=O
→ 2, 2, -6, -4.5, -0.7, 4, 0, -1.7, 8
O=C(Nc1ccc(F)cc1)c1ccc(NC(=O)C2CCCO2)cc1 (stereo unspecified)
→ 9, 0, -5, -3.0, 2.2, 12, nt, -2.6, -2
Cc1ccccc1NC(=O)CN1CCC(NC(=O)Nc2ccccc2)CC1
→ 4, 3, -6, 0.3, -1.2, 6, -4, nt, -2
COc1cccc(CNc2nc3cc(-c4ccc(F)cc4)sc3c(=O)n2C)c1OC
→ nt, 3, 3, -1.7, nt, nt, 2, -1.4, 10
CCOC(=O)/C(C#N)=C/c1c(N2CCN(C)CC2)nc2c(C)cccn2c1=O
→ nt, -2, 17, 0.6, -1.6, 4, -21, -1.9, 14
Cc1ccc(S(=O)(=O)Nc2cccc(-c3ccc(N4CCCCCC4)nn3)c2)c(C)c1
→ -62, 1, 8, -7.3, -1.2, 8, 1, -1.2, 0
Cc1cccc(NS(=O)(=O)c2ccc(-c3cnc(C4CC4)o3)cc2)c1
→ -6, -3, -2, -1.7, 1.5, -5, 19, -0.7, -6
COC(=O)Nc1ccc(S(=O)(=O)Nc2ccccc2F)cc1
→ 1, 9, 7, 0.9, -2.2, 1, 12, -0.4, 5
COC(=O)c1cc(-c2ccc(S(=O)(=O)N3CCCC(C)C3)cc2)c(C(F)(F)F)s1 (stereo unspecified)
→ 13, 2, ?, -1.4, -2.1, 5, 7, nt, 7
CN(C(=S)Oc1ccc(C(=O)Nc2ccccc2)cc1)c1ccccc1
→ -22, -1, 7, -4.2, 2.1, 5, 7, 0.2, 10
CN(Cc1ccco1)S(=O)(=O)c1ccc(CN2C(=O)c3cccnc3C2=O)s1
→ -7, -3, -1, -3.1, -2.4, 5, -6, -0.7, -3
COc1ccc(S(=O)(=O)NCC2CCCN(C(=O)C3CCCC3)C2)cc1 (stereo unspecified)
→ -4, -2, 0, 0.8, 1.4, 3, -7, nt, 3
C[C@H](CO)N1C[C@H](C)[C@@H](CN(C)Cc2cccnc2)OCc2cnnn2CCCC1=O
→ nt, 2, 2, -2.1, nt, -1, -7, 0.1&0.3, 11
Cc1ccc2c(CC(=O)NCc3cccs3)coc2c1
→ 2, 2, 11, -0.6, -2.3, -4, 6, 12, -5

More compounds
Results follow in this order: Rv3671c inh, FBA Mtb inh, BoNT F protease, FadD28 binding, UGM FP inh, MazF activator, PrPC TRFRET, BioA inh, GDH-TPI inh
CC(C)C[C@@H]1CN=C(N)N1C[C@@H]1CCCN1C[C@H](C)N1C[C@@H](Cc2ccccc2)N(CCCC2CCCC2)C1=N
→ 6, -2, -31, -2.1, -1.4, 40, -3, 1.0, -3
Cc1cc2c(cc1S(=O)(=O)NCCc1ccccc1)NC(=O)CO2
→ 5, 1, 6, -2.4, nt, -8, -2, nt, -1
CCOC(=O)C1(Cc2ccccc2)CCN(CC2CC=CCC2)CC1 (stereo unspecified)
→ 0, -8, 5, -4.1, 0.1, -3, 1, nt, -7
Cc1cc(=O)oc2c(C)c3occc3cc12
→ 12, 13, 4, 1.1, -1.3, 9, -2, -0.5, 18
CCC(C)NS(=O)(=O)c1ccc(OC)c(Cl)c1Cl (stereo unspecified)
→ 8, 4, 0, -4.4, -1.0, 5, -8, -2.3, 0
CCN1CCN(C(C)CCc2ccccc2)CC1 (stereo unspecified)
→ 3, 0, -24, -3.4, 2.4, -1, 3, 0.4, -1
CCN(CCO)Cc1cc(=O)oc2c(C)c(C)ccc12
→ 6, 3, 2, -1.5, -0.6, -11, 0, 1.9, 10
C[C@H](CO)N1C[C@H](C)[C@@H](CN(C)C(=O)NC2CCCCC2)Oc2c(NC(=O)C3CC3)cccc2C1=O
→ -1, 4, -1, 0.1, -0.7, 2, -3, 0.7&-0.8, 13
Cc1ccc(C(=O)NC(O)C(Cl)Cl)cc1 (stereo unspecified)
→ 3, -1, 7, -0.4, 2.6, 4, -5, 0.6, 4
CCCCCCCCC(=O)N/N=C/c1ccccn1
→ -1, -2, -16, -1.6, 1.0, -10, 7, 4.0, -7
CCOC(=O)C1(CCCc2ccccc2)CCN(C(=O)Cn2nc(C)nc2C)CC1
→ 2, 2, 4, -1.5, -0.6, 2, 1, 0.7, 2
CN1c2ccc([N+](=O)[O-])cc2CC2(C(=O)NC(=O)NC2=O)C1c1ccccc1 (stereo unspecified)
→ 5, -7, -3, -3.5, 1.7, 1, -11, nt, 9
Cc1nc(NC(=O)/C=C/c2ccccc2)sc1C(=O)NCCO
→ 3, -2, -2, -1.6, -1.0, 4, -4, 0.9, 18

Among those listed so far, seven contain fluorine.
Results follow in this order: Rv3671c inh, FBA Mtb inh, BoNT F protease, FadD28 binding, UGM FP inh, MazF activator, PrPC TRFRET, BioA inh, GDH-TPI inh
CSCC[C@H](NC(=O)N1CCn2c1nc1ccccc12)C(=O)NCc1ccc(F)cc1
→ -4, -4, 5, -2.9, 4.3, 1, 8, 3.1, -13
Cc1ccc2nc(C)n(-c3ccc(F)cc3)c(=O)c2c1
→ 2, 1, 6, -21, -0.3, -1, -2, 6.3, 6
O=C(CN1CCN(S(=O)(=O)c2ccc(F)c(Cl)c2)CC1)N1CCc2ccccc2C1
→ nt, 2, -4, -2.8, nt, -1, -4, -0.1, 8
O=C(Nc1ccc(F)cc1)c1ccc(NC(=O)C2CCCO2)cc1 (stereo unspecified)
→ 9, 0, -5, -3.0, 2.2, 12, nt, -2.6, -2
COc1cccc(CNc2nc3cc(-c4ccc(F)cc4)sc3c(=O)n2C)c1OC
→ nt, 3, 3, -1.7, nt, nt, 2, -1.4, 10
COC(=O)Nc1ccc(S(=O)(=O)Nc2ccccc2F)cc1
→ 1, 9, 7, 0.9, -2.2, 1, 12, -0.4, 5
COC(=O)c1cc(-c2ccc(S(=O)(=O)N3CCCC(C)C3)cc2)c(C(F)(F)F)s1 (stereo unspecified)
→ 13, 2, ?, -1.4, -2.1, 5, 7, nt, 7
